From PubChem
GIRK2 activator: Activators of human GIRK2-containing channels. activation (% efficacy), % for hits at 37.5 µM. HEK293 GIRK2/NPY4 cells, thallium flux fluorescence. P48051. AID 1259324. 34,000 tested, under 10 active;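 active = primary screen hit, no activity in plain HEK293 cells, and in GIRK2-only cells above 5% efficacy rising with concentration; inactive = the rest, including fluorescent compounds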;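 also: efficacy is normalized control-subtracted fluorescence 15 s after thallium addition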
Target sequence (P48051 whole entry, looked up): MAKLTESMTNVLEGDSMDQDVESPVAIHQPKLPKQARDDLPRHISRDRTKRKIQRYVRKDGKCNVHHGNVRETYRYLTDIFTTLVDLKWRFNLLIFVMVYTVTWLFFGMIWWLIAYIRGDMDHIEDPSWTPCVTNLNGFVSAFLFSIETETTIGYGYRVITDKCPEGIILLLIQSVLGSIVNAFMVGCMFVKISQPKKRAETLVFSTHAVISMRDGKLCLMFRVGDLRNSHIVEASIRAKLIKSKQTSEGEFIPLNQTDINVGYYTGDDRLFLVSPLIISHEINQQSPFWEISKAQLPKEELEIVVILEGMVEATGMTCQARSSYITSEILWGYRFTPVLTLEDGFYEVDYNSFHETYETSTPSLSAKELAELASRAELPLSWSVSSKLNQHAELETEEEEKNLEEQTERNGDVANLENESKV
Calls only; i = inactive. These rows are one share of the data; the hit share may differ from the screen's.

SMILES	GIRK2 activator
O=C(NCC(c1cccs1)N1CCOCC1)NC1CCCCC1 (configuration not stated)	i
CCNC(=O)NCC1CCN(S(C)(=O)=O)CC1	i
CC1CCN(c2ccc(N3CCN(C(=O)c4cccc([N+](=O)[O-])c4)CC3)nn2)CC1	i
CC(=O)Nc1ccc(C(=O)NCCNC(=O)NC(C)(C)C)cc1	i
COc1ccc(S(=O)(=O)CC(=O)Nc2nc(-c3ccc(Br)cc3)cs2)cc1	i
CCOc1ccc(-c2noc(-c3ccc(CS(=O)(=O)c4ccccc4)o3)n2)cc1OC	i
O=C(NCCn1nc(-c2ccco2)ccc1=O)Nc1cccc(C(F)(F)F)c1	i
Cc1ccc(C(CNC(=O)c2ccccc2C)N2CCOCC2)cc1 (configuration not stated)	i
CCOC(=O)C(=CNc1nnc(C)s1)C(=O)OCC	i
O=C(c1ccc(F)c(F)c1)N1CCC(c2ccsc2)CC1	i
O=C(CSc1ncc(S(=O)(=O)c2ccccc2)c(=O)[nH]1)Nc1ccc(Cl)cc1	i
Cc1cc(C)n(CCN2CCCN(C(=O)C3(c4ccc(Cl)cc4)CCCC3)CC2)n1	i
COC(=O)c1ccc(C(=O)OC)c(NC(=O)CCN2C(=O)c3ccccc3S2(=O)=O)c1	i
Cc1csc(NC(=O)CSc2c(C)cnc3c2c(=O)n(C)c(=O)n3C)n1	i
Cc1nc2nc[nH]n2c(=O)c1CCC(=O)O	i
O=C(NCCC(O)c1ccccc1)c1cccs1 (configuration not stated)	i
COc1ccc(S(=O)(=O)Nc2cccc(C(=O)Nc3sc4c(c3C(N)=O)CCC(C)C4)c2)cc1 (configuration not stated)	i
O=C(Nc1nnc(-c2ccco2)o1)C1CCN(S(=O)(=O)c2ccc(Cl)cc2)CC1	i
Cc1nnc(NC(=O)CSc2nc(=O)n(N3CCN(C)CC3)c3c2CCCC3)s1	i
CC(C)(CO)Nc1nnnc2c1cnn2-c1ccccc1	i
CCS(=O)(=O)Nc1cccc(N2CCCCC2=O)c1	i
CCCCc1ccc(NC(=O)CSC2CC(=O)N(c3ccc(C(=O)OC)cc3)C2=O)cc1 (configuration not stated)	i
COC(=O)N1CCC(CNC(=O)c2ccco2)CC1	i
Cc1cc(-c2nnc(NC(=O)C3Oc4ccccc4OC3C)o2)n(C)n1 (configuration not stated)	i
Cc1ccc(NC(=O)NCCNc2cc(-n3nc(C)cc3C)ncn2)c(Cl)c1	i
SMILES	GIRK2 activator
Cc1ccc(NC(=O)CSC2=NS(=O)(=O)c3ccccc3N2)cc1F	i
COc1ccc(-c2noc(-c3c(SC)nn(CC(=O)Nc4ccccc4OC)c3N)n2)cc1	i
O=C(Nc1ccccc1C(F)(F)F)c1ccc(N2C(=O)c3ccccc3C2=O)cc1	i
O=S(=O)(NCC1(O)CCCC1)c1cccc(Cl)c1	i
Cc1ccnc(NC(=O)c2sc3nc(-c4ccccc4)cn3c2C)c1	i
O=C(Cc1ccc2c(c1)OCO2)Nc1nnc(-c2ccc(Br)s2)o1	i
Cc1cc(-c2nnc(NC(=O)CCc3ccccc3)o2)n(C)n1	i
NC(=O)Cn1nnn(-c2ccc(NC(=O)C34CC5CC(CC(C5)C3)C4)cc2)c1=O	i
COc1ccc(S(=O)(=O)c2c(C)cc(C)n(CC(=O)Nc3cc(OC)ccc3OC)c2=O)cc1	i
COc1ccc(OCC(O)Cn2c(C3CC(=O)N(c4ccc(C)cc4)C3)nc3ccccc32)cc1 (configuration not stated)	i
O=C(NCC1(c2cccs2)CCOCC1)C(=O)Nc1ccc(OC(F)(F)F)cc1	i
COc1ccc(NC(=O)C(=O)NCC2CCN(c3ccccn3)CC2)cc1	i
CN(C)CCCN(C(=O)c1ccnn1C)c1nc2c(Cl)cccc2s1	i
Cc1cc(NC(=O)CSc2c(C)cnc3c2c(=O)n(C)c(=O)n3C)no1	i
COc1cc(OC)cc(C(=O)N2CCC3(CC2)NC(=O)NC3=O)c1	i
O=C(CSc1nc(=O)n(CCO)c2c1CCC2)N1CCN(c2ccccc2)CC1	i
Cc1noc(N)c1C1=CCC(C)CC1 (configuration not stated)	i
Cc1nn(C2CCS(=O)(=O)C2)c(C)c1CC(=O)NCc1ccc(S(N)(=O)=O)cc1 (configuration not stated)	i
COCCn1c(C(=O)NCc2ccco2)cc2c(=O)n(C)c(=O)n(C)c21	i
CC1C(=O)NCCN1C(=O)COc1ccc(Cl)cc1 (configuration not stated)	i
O=C(CSCc1ccccc1)Nc1nnc(CCSc2ccccc2)o1	i
CC1CC(C)CN(c2ncnc3c2cnn3Cc2ccc(Cl)cc2)C1 (configuration not stated)	i
COC(=O)c1ccc(NC(=O)c2cnc3c(c(C)nn3-c3ccccc3)c2Cl)cc1	i
Cc1c(Cl)cccc1S(=O)(=O)NCC1(c2cccs2)CCOCC1	i
CSc1ncccc1C(=O)N1CCC(CNC(=O)c2cc(=O)c3ccccc3o2)CC1	i
SMILES	GIRK2 activator
CC1CN(c2ncnc3c2cnn3CCNC(=O)COc2ccccc2)CC(C)O1 (configuration not stated)	i
O=C(COc1ccc2c(c1)OCO2)NCCCn1nc(-c2ccccc2)ccc1=O	i
Cc1cc(NC(=O)C(=O)NCC2CCN(C(=O)c3cccnc3)CC2)no1	i
CCOC(=O)c1c(NC(=O)c2ccnn2C(C)C)sc2ccccc12	i
COc1ccc2nc(-c3ccc(NC(=O)Nc4ccccc4)cc3)cn2n1	i
CC(C)(C)OC(=O)N1CCC(O)CC1	i
COc1cccc2cc(C(=O)N3CCC(c4nnc(-c5ccco5)s4)CC3)c(=O)oc12	i
CCSc1nc(-c2ccccc2)c(NC(=O)c2ccc(S(=O)(=O)N(C)C)cc2)s1	i
CC(=O)c1ccc(NC(=O)Cn2cnc3nc(N4CCOCC4)ncc3c2=O)cc1	i
CCCC(=O)NCCOc1ccc2nnc(-c3ccc(OC)c(OC)c3)n2n1	i
NC(=O)C1CCN(C(=O)Cc2csc(Nc3cccc(C(F)(F)F)c3)n2)CC1	i
O=C(C1CC1)N1CCN(Cc2nnnn2-c2ccc(F)c(F)c2)CC1	i
CC(C)OCCCNC(=O)CCCn1c(=S)[nH]c2ccc(Br)cc2c1=O	i
O=C(NCc1ccccc1)N1CCN(Cc2nc(-c3cccs3)cs2)CC1	i
COc1ccc(/C=C/C(=O)NCCn2nc(C)ccc2=O)cc1OC	i
COc1cccc(C(CNC(=O)C(=O)Nc2ccncc2)N2CCOCC2)c1 (configuration not stated)	i
Cn1cccc1CN(C(=O)c1ccccc1C(F)(F)F)C1CC1	i
COCCn1c(SCC(=O)c2ccc(OC)cc2)nc2cc(C(=O)NCCC(C)C)ccc2c1=O	i
CCCCOc1ccc(S(=O)(=O)NCCOc2ccc(-c3ccc(OC)cc3)nn2)cc1	i
O=C(NCCc1c[nH]c2ccccc12)C1CCCN(c2ccc(-c3ccccc3)nn2)C1 (configuration not stated)	i
CCOc1ccc(C(=O)NCCN2CCN(c3ccccc3F)CC2)cc1OCC	i
Cc1nn2c(NCCN3CCOCC3)cc(C(C)C)nc2c1-c1ccccc1	i
CN(C)c1oc(-c2ccco2)nc1S(=O)(=O)c1ccc(Cl)cc1	i
O=C(CSc1cc(N2CCOCC2)ncn1)NCc1ccccc1Cl	i
COc1ccc(S(=O)(=O)N2CCOC23CCN(C(=O)c2cc(C)oc2C)CC3)cc1	i
SMILES	GIRK2 activator
CCOc1ccc(-c2ccc(=O)n(CCCC(=O)Nc3ccc4c(c3)OCCO4)n2)cc1	i
O=C(Nc1ccc(Cl)cc1)c1sccc1S(=O)(=O)N1CCN(c2ccccc2)CC1	i
CC1(C)Cc2cccc(OCCCS(=O)(=O)NC3CCCC3)c2O1	i
COc1cc(C(C)=O)ccc1OCC(=O)Nc1ccc(-c2cn3ccsc3n2)cc1	i
CCOC(=O)c1ccc(NC(=O)C2CCCN2S(C)(=O)=O)cc1 (configuration not stated)	i
COC(=O)c1ccc2c(=O)n(CCN3CCN(c4ccccc4)CC3)c(=S)[nH]c2c1	i
O=S(=O)(c1cccc(F)c1)N1CCN(c2ccc(Nc3cccnc3)nn2)CC1	i
Cc1[nH]c2ccccc2c1C(=O)C(=O)Nc1nn(C)c2c1C(c1cccs1)CC(=O)N2 (configuration not stated)	i
NC(=O)c1oc2ccccc2c1NC(=O)C(=O)NCc1cccs1	i
CC1(C)CC2CC(C)(CN2C(=O)C23CCC(C)(C(=O)C2)C3(C)C)C1 (configuration not stated)	i
Cc1cn2c3c(=O)n(Cc4cccc5ccccc45)c(=O)n(C)c3nc2n1CCO	i
O=C(c1ccc(=O)n(Cc2cccc(F)c2)n1)N1CCN(c2ccc(F)c(Cl)c2)CC1	i
CCOC(=O)CNC(=O)C12CC3CC(C1)CC(c1ccc(C)cc1)(C3)C2	i
NC(=O)Cc1csc(SCC(=O)c2cccs2)n1	i
O=C(O)c1ccc(C2CCNCC2)cc1	i
CC1(C)C(=O)NCCN1C(=O)c1ccc2c(c1)OCO2	i
CC(C)C(=O)Nc1nn(C)c2c1CC(C)C(=O)N2 (configuration not stated)	i
Cn1cccc1C(CNC(=O)C(=O)NCc1cccs1)N1CCc2ccccc2C1 (configuration not stated)	i
CC(C)(C)NC(=O)N1CCC(CNC(=O)c2ccccn2)CC1	i
CCOC(=O)N1CCc2nc(NC(=O)c3sc4ccccc4c3Cl)sc2C1	i
O=C(c1ccc(S(=O)(=O)N2CCCC2)cc1)N1CC(c2nc(-c3ccsc3)no2)C1	i
COC(=O)c1ccc(NC(=O)C(=O)NCC2CCN(Cc3ccco3)CC2)cc1	i
CC(NC(=O)Cc1csc(SCC(=O)c2ccccc2)n1)c1ccccc1 (configuration not stated)	i
CC(C(=O)Nc1ccccc1C(F)(F)F)N1C(=O)c2ccccc2S1(=O)=O (configuration not stated)	i
COc1cc(OC)cc(-c2noc(CSc3nc4ccccc4c(=O)n3C(C)C)n2)c1	i
SMILES	GIRK2 activator
COc1ccc(Cl)cc1C(=O)N1CCN(c2ccc(Nc3cccnc3)nn2)CC1	i
CN(C)C(CNC(=O)C(=O)Nc1cccc(Cl)c1)c1cccc2ccccc12 (configuration not stated)	i
CSc1ccccc1NC(=O)C1CCCN(S(C)(=O)=O)C1 (configuration not stated)	i
Cc1cc(NC(=O)COc2ccc3ccccc3c2)ccc1N1CCCC1=O	i
CCOc1ccc2ccccc2c1C(=O)NCC(c1cccc(OC)c1)N1CCOCC1 (configuration not stated)	i
O=C(COc1ccc2c(c1)OCO2)NCCOc1cccc(C(F)(F)F)c1	i
O=S(=O)(c1cccs1)N1CCN(c2ccc(N3CCCC3)nn2)CC1	i
Cc1cccc(NC(=O)C2CCN(c3ccc(-c4cccs4)nn3)CC2)n1	i
O=c1n(CCc2ccccc2)nc2ccc(S(=O)(=O)N3CCSCC3)cn12	i
COc1ccc2nc(N3CC(C(=O)Nc4cccc(Cl)c4C)C3)sc2c1	i
CCc1ccc(-c2cc3c(=O)[nH]nc(SCC(=O)NCCc4ccc(OC)c(OC)c4)n3n2)cc1	i
Cc1cc(C)n(CCN2CCCN(S(=O)(=O)c3ccc(C(F)(F)F)cc3)CC2)n1	i
O=S(=O)(c1ccc(F)cc1)c1nc(-c2ccco2)oc1N1CCOCC1	i
CC(=O)c1ccc(NC(=O)COc2ccc(-c3nnc(C)o3)cc2)cc1	i
Cc1cc(-c2nnc(NC(=O)C3CCCN(S(=O)(=O)c4cccs4)C3)o2)nn1C (configuration not stated)	i
COc1ccccc1C1(CNC(=O)COc2ccccc2)CCOCC1	i
Cc1cc(C)c(C(=O)NCC(c2cccn2C)N(C)C)c(C)c1 (configuration not stated)	i
NC(=O)c1ccccc1NC(=O)c1ccc(=O)n(Cc2ccccc2F)c1	i
COC(=O)c1cc(-c2cccc(NC(C)=O)c2)nc2c1c(C)nn2C1CCS(=O)(=O)C1 (configuration not stated)	i
O=C(CC(c1ccccc1)c1ccccc1)NCCCn1nc(-c2ccncc2)ccc1=O	i
CN1CC(NC(=O)NCCCc2ccccc2)CC1=O (configuration not stated)	i
Nc1sc(SCC(=O)NCc2ccc(F)cc2)nc1-c1ccccc1	i
CSc1ccccc1NC(=O)C(=O)NCC1CCN(C(=O)Nc2ccc(F)cc2)CC1	i
O=C(CC1SC(=O)N(CC(=O)c2ccccc2)C1=O)Nc1ccc([N+](=O)[O-])cc1 (configuration not stated)	i
COc1ccc(S(=O)(=O)NCC2CCN(C(C)C)CC2)cc1F	i
CN(c1ccsc1C(=O)Nc1ccc(F)c(F)c1)S(=O)(=O)c1ccccc1	i
O=C(Cc1csc(SCC(=O)c2ccccc2)n1)NCc1ccc2c(c1)OCO2	i
